# Assay outcomes as filed in PubChem BioAssay.
# Cav32 inh: human Cav3.2 channel inhibition, primary screen; B-score at 10 µM; Cav3.2-expressing cells, Fluo-4 calcium fluorescence FDSS; active compounds read low; hit rate 4% among 100,000; O95180; AID 449739;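 active = single-dose well whose peak fluorescence ratio is a statistical outlier from its plate by either plate-standardised score or position-corrected B-score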
# Target sequence (O95180 whole entry, looked up): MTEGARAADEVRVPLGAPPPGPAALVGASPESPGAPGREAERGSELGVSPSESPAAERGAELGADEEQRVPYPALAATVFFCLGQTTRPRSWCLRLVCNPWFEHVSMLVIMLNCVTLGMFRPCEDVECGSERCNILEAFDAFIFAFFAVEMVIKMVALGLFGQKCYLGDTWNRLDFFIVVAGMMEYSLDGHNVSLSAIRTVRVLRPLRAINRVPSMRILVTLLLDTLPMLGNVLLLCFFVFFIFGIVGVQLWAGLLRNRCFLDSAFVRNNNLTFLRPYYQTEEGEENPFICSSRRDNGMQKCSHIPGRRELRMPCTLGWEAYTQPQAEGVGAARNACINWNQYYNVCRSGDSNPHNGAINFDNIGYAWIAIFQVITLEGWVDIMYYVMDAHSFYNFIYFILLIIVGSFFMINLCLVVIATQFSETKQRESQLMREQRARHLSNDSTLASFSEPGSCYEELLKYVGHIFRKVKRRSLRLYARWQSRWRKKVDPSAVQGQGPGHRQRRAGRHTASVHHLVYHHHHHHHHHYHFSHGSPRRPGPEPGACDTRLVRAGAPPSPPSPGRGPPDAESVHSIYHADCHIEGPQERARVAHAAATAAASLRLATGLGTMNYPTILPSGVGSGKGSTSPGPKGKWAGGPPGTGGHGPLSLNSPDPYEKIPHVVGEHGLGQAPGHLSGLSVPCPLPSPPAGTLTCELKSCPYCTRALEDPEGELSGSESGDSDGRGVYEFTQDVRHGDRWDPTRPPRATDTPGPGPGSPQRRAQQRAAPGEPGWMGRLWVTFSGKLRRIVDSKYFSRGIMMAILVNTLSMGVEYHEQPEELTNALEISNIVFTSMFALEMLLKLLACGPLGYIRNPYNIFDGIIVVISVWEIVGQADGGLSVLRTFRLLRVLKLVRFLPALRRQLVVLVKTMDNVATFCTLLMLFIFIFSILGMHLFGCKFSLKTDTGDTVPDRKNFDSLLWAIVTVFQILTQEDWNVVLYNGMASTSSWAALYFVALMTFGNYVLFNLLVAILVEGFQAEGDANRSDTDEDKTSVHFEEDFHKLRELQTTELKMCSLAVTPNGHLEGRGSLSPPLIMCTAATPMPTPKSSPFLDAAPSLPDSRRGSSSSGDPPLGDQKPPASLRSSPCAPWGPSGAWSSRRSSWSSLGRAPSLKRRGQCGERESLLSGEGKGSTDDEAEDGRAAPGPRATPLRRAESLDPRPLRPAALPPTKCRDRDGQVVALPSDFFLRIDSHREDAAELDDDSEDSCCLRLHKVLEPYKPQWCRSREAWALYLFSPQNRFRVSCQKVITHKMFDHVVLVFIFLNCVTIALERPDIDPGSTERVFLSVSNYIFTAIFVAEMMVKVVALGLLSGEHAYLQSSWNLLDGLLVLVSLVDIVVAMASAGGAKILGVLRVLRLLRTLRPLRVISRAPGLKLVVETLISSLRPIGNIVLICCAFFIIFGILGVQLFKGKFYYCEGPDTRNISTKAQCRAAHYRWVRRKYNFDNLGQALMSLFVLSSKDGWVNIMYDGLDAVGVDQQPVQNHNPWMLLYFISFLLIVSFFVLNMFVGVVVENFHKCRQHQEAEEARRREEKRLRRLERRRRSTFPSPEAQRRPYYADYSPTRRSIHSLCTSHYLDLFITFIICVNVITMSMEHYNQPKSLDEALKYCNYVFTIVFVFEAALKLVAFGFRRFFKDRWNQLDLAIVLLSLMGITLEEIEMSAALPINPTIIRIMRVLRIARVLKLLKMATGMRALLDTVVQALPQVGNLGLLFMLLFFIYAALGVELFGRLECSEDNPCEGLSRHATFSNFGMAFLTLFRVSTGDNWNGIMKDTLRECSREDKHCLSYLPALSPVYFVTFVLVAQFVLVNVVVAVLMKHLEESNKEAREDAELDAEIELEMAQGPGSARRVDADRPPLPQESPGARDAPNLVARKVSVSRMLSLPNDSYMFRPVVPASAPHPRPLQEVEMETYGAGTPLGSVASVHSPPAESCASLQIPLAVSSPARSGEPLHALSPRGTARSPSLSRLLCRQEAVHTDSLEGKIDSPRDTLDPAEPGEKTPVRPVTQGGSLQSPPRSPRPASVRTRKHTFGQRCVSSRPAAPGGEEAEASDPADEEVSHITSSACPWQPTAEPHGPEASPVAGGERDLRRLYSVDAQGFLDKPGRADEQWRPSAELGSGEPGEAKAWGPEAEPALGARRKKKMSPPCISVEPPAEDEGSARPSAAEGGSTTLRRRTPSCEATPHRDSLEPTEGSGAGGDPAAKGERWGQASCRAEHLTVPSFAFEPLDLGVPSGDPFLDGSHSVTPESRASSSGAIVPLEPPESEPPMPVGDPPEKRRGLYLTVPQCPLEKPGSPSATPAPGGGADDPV
# * = called active by the depositor. Not all compounds are listed; rates above refer to the full screens.
SMILES,Cav32 inh
COC(=O)Oc1cncc(C(=O)O)c1,-0.13
O=S(=O)(c1ccccc1)N1CCSC1c1ccco1 (stereo unspecified),-0.1
Cc1ccc(OC(=O)CCC(=O)N2CCc3ccccc32)cc1,1.2
COc1cc(SC)ccc1C(=O)NCc1ccc(C)cc1,-1.8
C=CCNC(=O)c1scc2c1CCCC2,0.47
CCCCSc1nc(O)c(C2OC(=O)c3c2ccc(OC)c3OC)c(=O)n1-c1ccccc1 (stereo unspecified),-2.6
O=C(CN1C(=O)C2C3C=CC(C3)C2C1=O)N1CC=C(c2ccccc2)CC1 (stereo unspecified),0.72
Cc1cc(C(=O)C(=O)N(C)C)c(C)n1-c1ccc([N+](=O)[O-])cc1,0.7
COC(=O)c1c(NC(=O)c2nn(C)cc2Cl)sc2c1CCCC2,-1.7
Cc1c(N(C)C(=O)c2ccco2)c(=O)n(-c2ccccc2)n1C,0.022
CCO[C@H]1OC(C(=O)N2CCN(Cc3ccc4c(c3)OCO4)CC2)=C[C@@H](c2ccc(Br)cc2)[C@@H]1CCCO,-0.73
Cc1ccccc1NC(=O)NCc1ccco1,0.013
CCN(CC)C(=O)CCc1nc2sc3c(c2c(=O)[nH]1)CCCC3,0.58
O=C(Nc1cccc(Cl)c1)N1CCN(C/C=C/c2ccccc2)CC1,-6*
COc1ccc(C=C(c2ccc(OC)cc2)c2ccc(OC)cc2)cc1,-0.48
CCOC(=O)c1sc(/N=C/Nc2nc(C)c(C(=O)OCC)s2)nc1C,-0.034
C#CCOCCOCCOCCNc1nc(N2CCN(C(=O)[C@H]([C@@H](C)CC)n3cc([C@@H](N)CO)nn3)CC2)nc(N2CCN(C(=O)[C@H]([C@@H](C)CC)n3cc([C@@H](N)Cc4ccc(O)cc4)nn3)CC2)n1,1.3
COc1ccc2nc(COC(=O)c3ccco3)c(C(C)=O)[n+]([O-])c2c1,0.57
Nc1nc(CN2CCc3ccccc3C2)nc(Nc2ccccc2)n1,-0.35
COc1ccccc1CNc1nc2nc(C)c(Cl)c(=O)n2[nH]1,0.2
COc1ccc2cc(C(c3nnnn3C3CCCC3)N3CCCCCC3)c3nnnn3c2c1 (stereo unspecified),-0.25
Cc1n[nH]c(C)c1Cc1ccc(C(=O)O)cc1,-0.068
Cc1ccc(NC(=O)CSc2nc(O)cc(=O)n2C)cc1,1.1
O=C(CSC1=NC(=O)C(Cc2ccccc2)C(=O)N1)Nc1ncccn1 (stereo unspecified),-0.21
Cn1cnnc1SCC(=O)OCN1C(=O)c2ccccc2C1=O,1.2
COc1ccccc1N1CCN(S(=O)(=O)CC23CCC(CC2=O)C3(C)C)CC1 (stereo unspecified),0.47
CCOC(=O)C1=C(c2ccccc2)N2CCS(=O)(=O)N=C2S1,0.012
COc1ccc(C)cc1-n1nnnc1SCc1cn2ccsc2n1,-0.79
CC(C)CC(c1nnnn1Cc1ccccc1)N1CCC(C(N)=O)CC1 (stereo unspecified),0.59
COCCNC(=O)COc1ccccc1Cl,0.38
CCc1ccccc1NC(=O)COC(=O)C1CC(=O)N(c2ccc(F)cc2)C1 (stereo unspecified),1.4
O=C(NCc1ccco1)c1cc(C(=O)C2CCCCC2)c[nH]1,-0.029
CNc1nc(Oc2ccc(=O)n(C)n2)nc(N2CCOCC2)n1,0.45
Cc1cc(=O)n2c3ccccc3n(CC(O)CN3CCCC3)c2c1C#N (stereo unspecified),-0.24
Cc1cc(C)c(NC(=O)CS(=O)CC(=O)N2CCN(c3ccccc3)CC2)c(C)c1 (stereo unspecified),0.3
COc1ccc(-c2ccc(CCC(=O)O)n2C(C)C)cc1,-1.1
CO/N=C/NC(=O)C1=NOC(CNc2ncc(C(F)(F)F)cc2Cl)C1 (stereo unspecified),-0.5
COC(=O)c1ccc(CSc2ccccc2C)o1,-0.2
CC(C)(O)[C@@H]1Cc2c(ccc3ccc(=O)oc23)O1,-1.9
CNCC(O)COc1ccccc1 (stereo unspecified),0.028
O=C(Nc1ccccn1)c1c(O)c2cccc3c2n(c1=O)CCC3,0.26
Cc1ncoc1C(=O)Nc1cccc(Cl)c1,1.3
CCN1C(=O)c2cccc3c(S(=O)(=O)Nc4ccccc4)ccc1c23,-1.2
O=C(CN1CCN(c2ccccc2)CC1)Nc1ccccc1C(F)(F)F,-1.4
Cc1cc(C)nc(N(C#N)CN2C(=O)c3ccccc3S2(=O)=O)n1,-0.063
CC1Cc2nc(SCC(=O)N3CCCC3)n(C)c(=O)c2S1 (stereo unspecified),1.4
C=Cn1ccnc1P(=S)(c1ccc2c(c1)c1ccccc1n2CC)c1nccn1C=C,-5.2*
CNCCC(Oc1ccc(C(F)(F)F)cc1)c1ccccc1 (stereo unspecified),-1.9
CCN1C(=O)C2(C(C#N)=C(N)Oc3cc(C)oc(=O)c32)c2ccccc21 (stereo unspecified),0.74
CC1(C)C(=O)Nc2ccccc2N1C(=O)COc1ncnc2c(Cl)cc(Cl)cc12,-3.5
CCOCCCNC(=O)CCCn1nc(C)n2c(cc3sccc32)c1=O,1.1
CCOC(=O)C1CCN(C(=O)C2CCN(S(=O)(=O)c3cc(Cl)ccc3Cl)CC2)CC1,0.76
C=CCN(CC=C)C(=O)C1CC(=O)N(c2ccc(Br)cc2)C1 (stereo unspecified),0.43
Cc1cc(=O)oc2c(C(=O)/C=C/c3ccccc3)c(O)ccc12,1.2
O=C(Nc1ccc(NC(=S)NC(=O)C(c2ccccc2)c2ccccc2)cc1)c1ccccc1,-4.3*
CC(=O)C(C)Oc1ccc2c3c(c(=O)oc2c1)CCCC3 (stereo unspecified),0.54
COc1ccccc1N(CC(O)CN(c1ccccc1)S(C)(=O)=O)S(=O)(=O)c1ccccc1 (stereo unspecified),1.5
CCCSc1nnc(-c2ccccc2NC(=O)CC)c(=O)[nH]1,-0.046
O=C(CCS(=O)(=O)c1cccs1)N1CCCC1,-0.46
CCn1cc([N+](=O)[O-])c(C(=O)Nc2ccc(Br)cn2)n1,-0.4

# Other structures follow:
SMILES,Cav32 inh
CCOC(=O)c1c(C)nc2sc3c(=O)n(-c4ccc(C(C)=O)cc4)cnc3c2c1-c1ccc(OC)cc1,-0.77
CCN(CC)C(=O)Cc1cc(C(=O)O)c2ccccc2n1,0.024
CC(=O)Nc1cccc(N2C(=O)CCC2=O)c1,0.59
CCOc1cc(C(=O)N2CCN(C/C=C/c3ccccc3)CC2)cc(OCC)c1OCC,-0.89
CCOC(=O)c1cc(CNC(=O)c2c(C)oc3c2CCCC3)c(C)o1,0.37
CCCN1C(=O)c2ccccc2NC1c1ccc(OC)cc1OC (stereo unspecified),0.0053
Clc1ccsc1-c1ccc2ccccc2n1,1.2
c1ccc(Cc2nnc3sc(-c4ccncc4)nn23)cc1,0.52
O=C(Nc1cccc(NC(=O)c2ccc(-c3ccc(Br)cc3)o2)c1)c1ccco1,-3.4
O=C(CSc1nc2ccccc2c(=O)n1C1CC1)NCc1ccccc1,-0.98
O=C(CN1CCN(Cc2ccccc2F)C1=O)NCc1cccnc1,0.57
O=C1CCCN1CCCNc1ncnc2c1[nH]c1ccc(Cl)cc12,0.99
CC(=O)n1c(Cl)c(NC(=O)CCl)c2ccccc21,-0.0087
O=C(O)c1[nH]c2ccccc2c1-c1ccccc1,-0.11
O=C1C2C3C=CC(C3)C2C(=O)N1CNc1ccc(O)cc1 (stereo unspecified),0.13
CCC(Cc1ccccc1)NC(=O)CCn1cccc1 (stereo unspecified),-1.4
Cc1ccc(OCC(=O)NC2CCS(=O)(=O)C2)cc1 (stereo unspecified),-4.7*
O=C(Oc1ccc2c(c1)OCO2)c1cccs1,0.6
COc1ccc(-c2nnc(SCC(=O)N3CCCCC3)o2)cc1OC,0.62
COCCNc1nc(-c2cc(-c3ccc(Cl)cc3)on2)cc(C(C)C)n1,0.68
Cc1ccccc1NC(=O)C1CCCN(S(=O)(=O)c2c(C)noc2C)C1 (stereo unspecified),0.31
Cn1c(CCN2CCCCC2)nc2cc(NS(=O)(=O)c3ccc(Cl)cc3)ccc21,1.3
c1ccc(-n2cnc3cc(NCc4ccccn4)ccc32)cc1,1
CC1=NC(C(F)(F)F)(C(F)(F)F)C2=C(CC(C)(C)CC2=O)N1Cc1ccco1,-0.072
CCOc1ccc(-c2nnc(SCC(=O)Nc3ccc4c(c3)c3ccccc3n4CC)n2N)cc1,0.11
COc1ccc(-c2cn3cccnc3n2)cc1NC(=O)c1ccc(Br)o1,1.6
CCn1c(N)c(C(=O)NCC2CCCO2)sc1=S (stereo unspecified),0.097
O=C1C=C(Nc2ccc(Cl)cc2)CC(c2ccc(Cl)cc2)C1 (stereo unspecified),-1
Cc1nnc(SCc2nc3ccccc3s2)n1-c1ccccc1,0.77
O=S(=O)(c1ccc(OCC(O)CNCc2ccco2)c(Cl)c1)N1CCOCC1 (stereo unspecified),1.3
Cc1ccc(C(=O)NCCSc2ccc(Cl)cc2)cc1[N+](=O)[O-],-5.8*
CCCCN(CCCC)CP(=O)(c1ccccc1)c1ccccc1,-5.8*
COCCn1c(C)cc(C(=O)CSc2ccc3ccccc3n2)c1C,-3.9
Cn1c(C(=O)NCCCN2CCc3ccccc3C2)cc2c(=O)n(C)c3ccccc3c21,1.5
CC1CCCC(C)N1CC(O)COc1ccc(Cl)cc1 (stereo unspecified),0.76
NC(=O)NOCc1ncc(C(F)(F)F)cc1Cl,0.076
CS(=O)(=O)N(CC(=O)N1CCN(c2ccc(F)cc2)CC1)C1CCCCC1,1.3
CC(C)(C)NS(=O)(=O)c1ccc(OCC(=O)Nc2ccc3c(c2)OCCO3)cc1,0.076
CN(C)S(=O)(=O)c1cccc2nsnc12,0.53
CC(=O)N1CCC(C(=O)Nc2nc(-c3ccccc3)ns2)CC1,0.79
COC(=O)N1[C@H](Cc2ccccc2)C=C[C@]1(C)C(=O)O,0.13
CCOC(=O)C1CCN(C(=O)c2ccco2)CC1,-0.0032
Cn1c(Cn2c(=O)sc3ccccc32)nnc1SCC(=O)N1CCCC1,0.5
CCOc1ccc(CCNC(=O)Cn2c(-c3nonc3N)nc3ccccc32)cc1OCC,-0.81
COC(=O)C1C(=O)C=C(N2CCOCC2)CC1(C)C (stereo unspecified),0.63
COc1nc(NC2CCCCC2)nc(N2CCCCCC2)n1,-2.4
C#CCOCCOCCOCCNc1nc(N2CCN(C(=O)C([C@@H](C)CC)n3cc(C(N)CO)nn3)CC2)nc(N2CCN(C(=O)C([C@@H](C)CC)n3cc(C(N)COC(=O)C(F)(F)F)nn3)CC2)n1 (stereo partly specified),0.51
COC(=O)C[C@H]1c2cc(C(F)(F)F)ccc2S(=O)(=O)N1C1CCCCC1,0.068
COC(=O)C1C(=O)c2c([nH]c(C(=O)OC3CCCC3)c2C)CC1C (stereo unspecified),-0.3
O=C(c1ccc(C(=O)N2CCCc3ccccc32)nc1)N1CCCc2ccccc21,0.54
O=C(NCC1CCCO1)C(c1ccc(F)cc1)N(Cc1ccc(F)cc1)C(=O)Cn1nnc(-c2cccs2)n1 (stereo unspecified),-1.6
CC(=O)Nc1ccc2c(c1)N(C(=O)CN(C)C)c1ccccc1CC2,-0.11
CCCc1noc2c1C(c1ccoc1)C(C#N)=C(N)N2 (stereo unspecified),0.42
CC(=O)c1cccc(S(=O)(=O)N2CCN(c3nc4cc(C)cc(C)c4cc3C#N)CC2)c1,-1.8
CC(C)=NOCc1ccc(-c2cn([C@@H]3COC[C@H]3O)nn2)cc1,1.5
COc1ccc(C(CC(=O)Nc2nccs2)n2cccc2)cc1 (stereo unspecified),-0.6
O=C(NC(O)C(=O)c1cccs1)c1cccnc1 (stereo unspecified),0.97
O=C(C1CCCN(Cc2ccc3c(c2)OCO3)C1)N1CCCC1 (stereo unspecified),0.04
CCOC(=O)Nc1cccc(OCC(=O)Nc2ccccc2OCC)c1,-0.051
CCOc1cc(NC2CS(=O)(=O)CC2O)c(OCC)cc1NC(=O)c1ccccc1 (stereo unspecified),0.84

# The listing continues.
SMILES,Cav32 inh
CC1(OC(=O)c2ccc(Cl)nc2)C(=O)C=C2C=C3CCCN3C=C2C1=O (stereo unspecified),0.5
Cc1ccc(Cc2cnc(NC(=O)CN3CCOCC3)s2)cc1Cl,-1.9
Cc1nc(CS(=O)c2ccc(Cl)cc2)cc(NCc2ccc(Cl)cc2Cl)n1 (stereo unspecified),-5.8*
Cc1nc(NCC2CCCO2)c2nnn(Cc3ccccc3Cl)c2n1 (stereo unspecified),0.011
Cc1cc(NC(=O)CSc2nc(C(C)C)nc3sc(C)c(C)c23)no1,0.42
C/C(=N\NC(=S)NCCc1ccccc1)c1ccc(C)cc1,-1.9
